HCV inhibitor: blocks hepatitis C virus. 340,000 tested, 3.4% active. AID 651820. Potency, µM (highest dose often 41.8 µM), for the others: top-dose activity change, negative = inhibition, most hits filed as inhibitors. Huh7.5.1 HCVcc-Cre infection, luciferase reporter, 44 h; note: potency is the fitted concentration of half-maximal effect; % is set by controls: 0 for no effect and ±100 for the full control effect
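Seed cells (1,000/well) for 4 h; treat with compound and infect with HCVcc-Cre, moi about 0.5. Incubate 44 h, then detect luciferase activity.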
Pf growth 48h: P. falciparum growth inhibition at 48 hours (one generation); 310,000 tested, 5.9% active; Potency, µM (series often up to 28.7 µM), for inactives: top-dose activity change, negative = inhibition, actives largely listed as inhibitors; P. falciparum luciferase growth in erythrocytes, 48 h; AID 504832; note: potency is the fitted concentration of half-maximal effect; % is set by controls: 0 for no effect and ±100 for the full control effect
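Luminescence readout; reporter = integrated firefly luciferase in P. falciparum. RBC culture at 2% hematocrit, 0.1% parasitemia final, 37 C/5% CO2; decreased signal taken as growth inhibition.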
Cycloheximide cs: affects cycloheximide protein synthesis inhibition readout, counter-screen | cell reporter, cycloheximide protein synthesis inhibition counterscreen | max response, % | 300,000 tested, 12% active | AID 2314; in the data active = max response mostly above about 13%, no sharp cut-off; inactive = mostly below about 14%; note: read at 38.3 µM for the half of the compounds with a filed dose; 0% is about no effect
Shiga inhibitor: blocks Shiga toxin action in Vero cells; Vero cells, Shiga toxin protein synthesis inhibition reporter; inhibition, % at 38.7 µM; 290,000 tested, 9.2% active; AID 2315; in the data active = inhibition mostly above about 28%, no sharp cut-off; inactive = mostly below about 43%; note: 0% is about no effect
Pf growth 96h: P. falciparum growth inhibition at 96 hours; Potency, µM (doses to about 28.7 µM), for inactives: at the top dose activity change, negative = inhibition, hits mostly inhibitors; AID 504834; P. falciparum luciferase reporter growth, 96 h; 320,000 tested, 6.9% active; note: potency is the fitted concentration of half-maximal effect; % is set by controls: 0 for no effect and ±100 for the full control effect
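96 h incubation, 37 C, 5% CO2, of luciferase-reporter P. falciparum-infected RBCs (2% hematocrit, 0.05% parasitemia final) with test compounds; endpoint luminescence.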
Giardia FBPA inh: Giardia lamblia aldolase inhibition; 290,000 tested, 0.71% active; A8B2U2; purified Giardia FBPA; Potency, µM (titrated, usually from 59.6 µM), for inactives: top-dose activity, negative = inhibition, actives largely listed as inhibitors; note: potency is the fitted concentration of half-maximal effect; % is set by controls: 0 for no effect and ±100 for the full control effect; nearly all actives have a fitted effect of over 55% in size
Target sequence (A8B2U2 whole entry, looked up): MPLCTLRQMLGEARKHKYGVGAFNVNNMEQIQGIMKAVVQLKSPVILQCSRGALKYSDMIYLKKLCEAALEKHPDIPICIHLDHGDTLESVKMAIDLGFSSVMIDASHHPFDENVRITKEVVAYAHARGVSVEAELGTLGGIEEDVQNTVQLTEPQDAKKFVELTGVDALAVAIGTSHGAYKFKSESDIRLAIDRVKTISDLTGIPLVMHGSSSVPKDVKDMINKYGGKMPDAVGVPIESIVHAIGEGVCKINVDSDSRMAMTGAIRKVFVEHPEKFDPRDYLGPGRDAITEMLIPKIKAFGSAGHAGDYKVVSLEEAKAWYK
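Giardia FBPA (40 nM reagent) was preincubated 10 min at RT with compound (up to 57.5 uM final), then substrate plus GAPDH/TPI/NAD/arsenate coupling system with diaphorase/resazurin was added; resorufin fluorescence (525/598 nm) was read after 20 min.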
* = called active by the depositor; ? = inconclusive; / = no result given; & = joins results of further samples; [ ] = dose if it differs, or a comment. Unless noted, calls come from the whole dose curve; as a rule, active = well fitted curve in the direction sought with a large enough effect; inconclusive = small, poorly fitted or top-dose-only effect, or another doubt; inactive = no such curve, though single readings can be large; an effect the other way counts as inactive or inconclusive.

SMILES	HCV inhibitor	Pf growth 48h	Cycloheximide cs	Shiga inhibitor	Pf growth 96h	Giardia FBPA inh
COc1ccc(CNC(=O)C2CCCN(S(=O)(=O)N3CCC(C)CC3)C2)c(OC)c1 (stereo unspecified)	-3%	7%	11	-5	?	-1%
CCNC(=S)Nc1cccc(S(=O)(=O)Nc2ccccc2OC)c1	1%	-16%	4	11	3%	-2%
COc1ccc(C2CC(c3cccs3)=NN2C(=O)COC(=O)C2CCCCC2)cc1OC (stereo unspecified)	-27%	?	-2	4	?	-10%
Cc1ccccc1NS(=O)(=O)c1ccc(OCC(=O)N2CCCC2)cc1	20%	18%	-1	8	?	8%
CCOc1ccc(/C=N/n2cnnc2)cc1	4%	0%	-2	1	/	3%
COc1cc(C(CCN2CCCC(C)C2)c2c(OC)cc(OC)c3c2OC(=O)CC3c2ccc(N(C)C)cc2)cc(OC)c1OC (stereo unspecified)	32%	9.3µM*	10&-3	-13&-2	10µM*	-4%&-3%
CCOC(=O)C1CCN(C(=O)Nc2ccc(C)c(Cl)c2)CC1	5%	31%[activator]	25	6	12%	-1%
Cc1ccc(N(CC(=O)NC2CCCC2)C(=O)CCC(=O)Nc2nccs2)cc1C	-21%	-11%	-3	-2	?	/
COCCN(CCOC)S(=O)(=O)c1ccc(C(=O)Nc2ccc(S(=O)(=O)Nc3nccc(C)n3)cc2)cc1	22%	?	-3	-7	-20%	5%
COc1cc(CCC(=O)Nc2ccc(S(=O)(=O)N3CCOCC3)cc2)cc(OC)c1OC	-14%	-23%	/	/	?	/
CCCCN(CCCC)CCCNC(=O)CC1Oc2ccc(C)cc2NC1=O (stereo unspecified)	-2%	9%	-3	1	/	0%
O=[N+]([O-])c1ccc(N/N=C\c2cccn2-c2ccccc2)nc1	?	?	17*	13	?	-10%
O=S(=O)(Nc1n[nH]c(C(F)(F)F)n1)c1ccccc1	2%	15%	0	-1	29%	0%
CC(C)C(=O)Nc1ccc(N2CCN(C(=O)c3cccs3)CC2)cc1	17%	-15%	2	-5	?	-2%
CCCC(=O)Nc1cccc(NC(=O)c2ccc(C)c([N+](=O)[O-])c2)c1	?	31%[activator]	-1	21	19%	0%
CC(=O)Nc1ccc(C(=O)Nc2cc(C)on2)cc1	14%	63%[activator]	32*	44*	18%	3%
CC(=O)N/C(=N/c1nc(C)cc(C)n1)Nc1ccc(C)cc1Cl	30%[activator]	8%	3	-5	10%	-2%
CCN1C(=O)c2ccc(C(=O)Nc3c(C)cc(C)cc3C)cc2C1=O	6%	-8%	-2	-5	?	5%
COc1cc(C2NC(=O)c3ccccc3O2)ccc1OC(C)C (stereo unspecified)	-10%	-9%	1	-1	-32%	9%
c1cc(CN2CCN(C3CCCCCC3)CC2)ccn1	-17%	14%	4	17	23%	?
Cc1ccc(NC(=O)c2ccc(CSc3nnnn3C)cc2)cc1	?	184%[activator]	37*	141*	81%[activator]	0%
O=C(CSc1ncnc2c1nnn2-c1ccc(F)cc1)NCc1ccco1	6%	32%[activator]	-2	2	?	0%
CCOc1ccccc1N1CCN(CC(=O)Nc2cc(C)on2)CC1	8%	0%	-2	-2	5%	0%
O=C(CSc1c2c(nc3ccc(Cl)cc13)CCCC2)NCc1ccco1	-26%	/	-2	-17	9.3µM*	0%
O=C(Cn1nc(-c2ccccc2)ccc1=O)Nc1cccc(NC(=O)c2ccccn2)c1	/	13%	8	-13	23%	2%
CCn1cc(CNC(=O)/C=C/c2ccc([N+](=O)[O-])cc2)cn1	-28%	14%	-2	5	22%	0%
NC(=O)COc1ccc(-n2cnnn2)cc1	19%	-39%	-7	-24	4%	-11%
CC(C)(C)C(=O)N1N=C(c2ccc(NS(C)(=O)=O)cc2)CC1c1cccs1 (stereo unspecified)	-21%	?	3	-3	?	-11%
CC1CCc2c(c3ccccc3n2C(=O)CCl)C1 (stereo unspecified)	?	9%	2	/	-28%	?
CCOc1ccc(C(=O)OCC(=O)N2CCCC2)cc1OCC	2%	9%	2	14	7%	0%
OC(COc1ccc(C2C=CCC2)cc1)CN1CCCCC1 (stereo unspecified)	?	?	-3	7	2%	2%
COc1ccc(-n2c(C)cc(C)c(C(C)=O)c2=S)cc1	32%[activator]	15µM*	-3	-3	12µM*	0%
CC(=O)c1cccc(NC(=O)N2CCCC2C(=O)NCCC(C)C)c1 (stereo unspecified)	12%	-2%	-1	-4	?	7%
CCOC(=O)c1ccc(N2CN(CC)CNC2=S)cc1	?	6%	9	12	0%	-10%
Cc1ccc(NS(=O)(=O)c2c(C)nc3sccn3c2=O)cc1	13%	-4%	-4	5	0%	9%
COCCCNC(=O)c1ccc(CS(=O)(=O)c2ccc(OC)cc2)o1	9%	18%	0	4	10µM*	10%
O=[N+]([O-])c1ccc(N2CCOCC2)cn1	11%	5%	-2	-8	?	3%
O=C(CCN1C(=O)c2ccccc2S1(=O)=O)Nc1ccccc1	-4%	11%	1	-5	35%[activator]	4%
COc1ccc(-c2nc(-c3ccc(Br)o3)no2)cc1OC	?	75%[activator]	19*	35*	?	0%
Cc1ccc(C(=O)N/N=C\c2ccc3c(c2)OCO3)cn1	6%	9%	17	28	27%	6%
Cc1cc(-n2c(C)cc(C(=O)CSc3nc4ccccc4c(=O)n3Cc3ccco3)c2C)no1	?	11%	4	5	/	1%
COc1ccc(-c2noc(Cc3ccc(Cl)cc3)n2)cc1OC	?	4%	6	8	?	-6%
COc1ccc(NC(=O)c2cc(S(=O)(=O)N3CCCC3)cn2C)cc1Cl	-2%	1%	-1	4	21%	-3%
O=C(Nc1ccc(S(=O)(=O)Nc2ncccn2)cc1)c1ccccc1NS(=O)(=O)c1ccc(F)cc1	37%[activator]	-7%	-2	-5	2%	26%
COc1ccc2nc3cc(Cl)ccc3c(Nc3cc(C(C)C)c(O)cc3C)c2c1	11µM*	0.021µM*	8	27*	0.066µM*	-29%
COc1ccc(Br)c(C(=O)NC(C)(C)CO)c1	15%	12%	-3	-12	0%	3%
Cc1oc(-c2ccc(Cl)cc2)nc1CS(=O)CC(=O)NCc1ccc2c(c1)OCO2 (stereo unspecified)	-22%	16%	5	2	?	-10%
Cc1ccc(NC(=S)NNC(=O)c2c(Cl)c(C)nn2C)cc1	1%	19%	-4	-8	?	19%
O=C(Cc1ccccc1[N+](=O)[O-])NCc1ccc(Cl)cc1	-8%	47%[activator]	33*	22	-21%	1%
COc1ccc(CCNCc2ccccc2)cc1	4%	-8%	16	33	9%	?

The listing continues:
SMILES	HCV inhibitor	Pf growth 48h	Cycloheximide cs	Shiga inhibitor	Pf growth 96h	Giardia FBPA inh
COc1ccc(N/C(N)=N/c2nc(C)cc(C)n2)c(OC)c1	?	-11%	0	2	7%	0%
Cc1cc(C)c(O)c(NC(=S)NC(=O)Cc2ccccc2)c1	-12%	?	-1	5	?	7%
Cc1sc2ncnc(Oc3ccc(-n4ccnc4)cc3)c2c1C	-29%	?	-2	-2	53%[activator]	4%
C=CCNC(=O)C(C#N)c1nc2ccccc2nc1N1CCN(Cc2ccccc2)CC1 (stereo unspecified)	11%	22%	6	-17	/	-6%
CC(C)c1ccc(N2C(=O)NC(=O)/C(=C/c3cnc(-c4ccccc4)nc3)C2=O)cc1	10%	29%	-1	14	-4%	-8%
COc1ccc(CCNC(=O)c2cnn3cccnc23)cc1OC	2%	-1%	-1	-5	/	9%
O=C(COc1ccc2c3c(c(=O)oc2c1)CCC3)NC(Cc1ccc(Cl)cc1)C(=O)O (stereo unspecified)	-49%	?	-1	-1	5%	26%
O=C(NC(=S)Nc1cccc(O)c1)c1ccco1	?	84%[activator]	54*	94*	146%[activator]	?
COC1CCN(Cc2c(C(=O)N3C[C@@H](C)O[C@@H](C)C3)nc3ccc(Cl)cn23)CC1	22%	3%	0	-10	-25%	-3%
CC1CC(C)CN(C(=O)CSCC(=O)Nc2nc(-c3cccs3)cs2)C1 (stereo unspecified)	-10%	10%	2	41	29%	-6%
O=C(CN1CCCCCC1)Nc1c(Cl)cc(Cl)cc1Cl	13%	55%[activator]	21*	/	14%	6%
CC(OC(=O)c1ccc(-c2ccc([N+](=O)[O-])cc2)o1)C(=O)NC(N)=O (stereo unspecified)	-1%	41%[activator]	5	13	?	1%
O=P(COCCO)(c1ccccc1)c1ccccc1	18%	11%	-2	-12	/	4%

Grouped by structure: those above containing a Cl atom
SMILES	HCV inhibitor	Pf growth 48h	Cycloheximide cs	Shiga inhibitor	Pf growth 96h	Giardia FBPA inh
CCOC(=O)C1CCN(C(=O)Nc2ccc(C)c(Cl)c2)CC1	5%	31%[activator]	25	6	12%	-1%
CC(=O)N/C(=N/c1nc(C)cc(C)n1)Nc1ccc(C)cc1Cl	30%[activator]	8%	3	-5	10%	-2%
O=C(CSc1c2c(nc3ccc(Cl)cc13)CCCC2)NCc1ccco1	-26%	/	-2	-17	9.3µM*	0%
CC1CCc2c(c3ccccc3n2C(=O)CCl)C1 (stereo unspecified)	?	9%	2	/	-28%	?
COc1ccc(-c2noc(Cc3ccc(Cl)cc3)n2)cc1OC	?	4%	6	8	?	-6%
COc1ccc(NC(=O)c2cc(S(=O)(=O)N3CCCC3)cn2C)cc1Cl	-2%	1%	-1	4	21%	-3%
COc1ccc2nc3cc(Cl)ccc3c(Nc3cc(C(C)C)c(O)cc3C)c2c1	11µM*	0.021µM*	8	27*	0.066µM*	-29%
Cc1oc(-c2ccc(Cl)cc2)nc1CS(=O)CC(=O)NCc1ccc2c(c1)OCO2 (stereo unspecified)	-22%	16%	5	2	?	-10%
Cc1ccc(NC(=S)NNC(=O)c2c(Cl)c(C)nn2C)cc1	1%	19%	-4	-8	?	19%
O=C(Cc1ccccc1[N+](=O)[O-])NCc1ccc(Cl)cc1	-8%	47%[activator]	33*	22	-21%	1%
O=C(COc1ccc2c3c(c(=O)oc2c1)CCC3)NC(Cc1ccc(Cl)cc1)C(=O)O (stereo unspecified)	-49%	?	-1	-1	5%	26%
COC1CCN(Cc2c(C(=O)N3C[C@@H](C)O[C@@H](C)C3)nc3ccc(Cl)cn23)CC1	22%	3%	0	-10	-25%	-3%
O=C(CN1CCCCCC1)Nc1c(Cl)cc(Cl)cc1Cl	13%	55%[activator]	21*	/	14%	6%

Source: PubChem BioAssay
